Efflux pump mplx = inhibitors of Candida antifungal efflux pumps expressed in yeast; S. cerevisiae Candida pump triplex, Nile Red efflux; 0.44% of 330,000 active; AID 485275; inhibition, % at 10 µM;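 active = plate passing quality check with inhibition over a set limit, or well fluorescence over plate mean plus 4 SD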;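 note: Nile Red retained in pooled yeast measured as flow cytometry median fluorescence; 0% = buffer negative control and 100% = Enniatin B positive control; higher means more Nile Red kept so more efflux inhibition; some compounds called inactive have numbers as strong as hits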
GASC-1 inh = blocks human GASC-1 demethylase activity; GST-JMJD2C(1-420) H3K9me3 demethylation, DELFIA europium; inhibition, % at 2.35 µM; 0.069% of 330,000 active; AID 2099;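 active = more than half of a compound's replicate wells show inhibition beyond 50%, single wells judged on their own value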;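 note: signal counts dimethyl H3K9 product captured on neutravidin plate; 0% = median of DMSO wells and 100% = 0.3 times that DMSO median; strong numbers were not always called active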
Target sequence (Q9H3R0 1-420 limits assumed): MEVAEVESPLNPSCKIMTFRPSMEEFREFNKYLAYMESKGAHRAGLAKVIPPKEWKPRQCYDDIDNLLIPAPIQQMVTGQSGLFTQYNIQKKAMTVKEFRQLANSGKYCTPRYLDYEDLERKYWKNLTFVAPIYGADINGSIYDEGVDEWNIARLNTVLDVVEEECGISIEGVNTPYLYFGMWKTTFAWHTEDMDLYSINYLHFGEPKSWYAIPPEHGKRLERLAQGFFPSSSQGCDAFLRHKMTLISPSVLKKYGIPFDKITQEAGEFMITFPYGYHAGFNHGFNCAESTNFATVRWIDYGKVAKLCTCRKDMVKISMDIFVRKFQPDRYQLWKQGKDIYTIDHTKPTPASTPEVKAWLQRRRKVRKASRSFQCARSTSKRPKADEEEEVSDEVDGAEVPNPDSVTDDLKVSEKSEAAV
PP1 counter = counter-screen for PP5 inhibitors: inhibitors of human PP1-alpha; purified PP1alpha, OMFP fluorescence; inhibition, % at 6.7 µM; 0.9% of 320,000 active; AID 2235;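 active = inhibition above the mean inhibition of all tested compounds plus 3 SD, computed separately for each screening campaign, cut at about 15% in these data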
Target sequence (P62136 whole entry, looked up): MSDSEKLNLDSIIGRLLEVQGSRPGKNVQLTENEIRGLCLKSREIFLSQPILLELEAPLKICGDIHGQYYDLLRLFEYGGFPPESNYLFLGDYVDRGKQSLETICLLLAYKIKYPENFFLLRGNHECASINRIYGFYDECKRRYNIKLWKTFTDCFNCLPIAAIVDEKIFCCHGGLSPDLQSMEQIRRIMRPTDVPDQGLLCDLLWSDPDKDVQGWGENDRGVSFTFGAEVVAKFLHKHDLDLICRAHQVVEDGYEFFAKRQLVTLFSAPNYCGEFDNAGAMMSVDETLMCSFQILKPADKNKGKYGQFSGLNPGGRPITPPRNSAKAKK
HCV core dimer = blocks dimerization of HCV core protein; AID 1899; 0.33% of 300,000 active; inhibition, % at 5 µM; TR-FRET GST/Flag-core106 dimerization, 1536-well;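 active = inhibition above the mean of all tested compounds plus 3 SD, set per screening campaign, cut at about 45% in these data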
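System: GST-tagged and Flag-tagged HCV core protein residues 1-106 / Input: core106 proteins, GST 13.5 nM and Flag 17 nM / Buffer or medium: KF-containing HEPES buffer, pH 7.45, DTT, CHAPS, BSA / Probe or stimulus: Eu-anti-GST and XL665-anti-Flag labelled anti-tag antibodies / Schedule: 4 h, 22.5 °C incubation / Technique: TR-FRET 671 and 617 nm emission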
Fh CTSL1 inh = cathepsin L1 inhibition, PFM18AAP counter-screen; recombinant F. hepatica cathepsin L1, Z-Leu-Arg-MCA fluorescence; inhibition, % at 5.96 µM; 0.49% of 300,000 active;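 active = inhibition above the mean of all tested compounds plus 3 SD, set per screening campaign, cut at about 17% in these data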;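 note: 0% = plate median of test compound wells and 100% = 1 µM Z-Phe-Ala-diazomethylketone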
PP5 primary = inhibitors of human protein phosphatase 5 (PP5) | inhibition, % at 6.7 µM | AID 1987 | P53041 | purified PP5c, OMFP substrate fluorescence | 0.18% of 320,000 active;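 active = inhibition above the campaign's mean inhibition across all tested compounds plus 3 SD, cut at about 9.5% in these data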;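 note: 0% = DMSO only and 100% = 100 µM cantharidin control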
LYPLA2 inh = LYPLA2 (human) inhibition in PME1 counter-screen; recombinant LYPLA2, FP-Rh probe fluorescence polarization; inhibition, % at 5.9 µM; 0.38% of 320,000 active;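 active = inhibition above the screen-wide mean plus 3 SD, limit set per campaign, cut at about 26% in these data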;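 note: 0% = LYPLA2 with DMSO and 100% = wells lacking LYPLA2 enzyme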
Target sequence (O95372 whole entry, looked up): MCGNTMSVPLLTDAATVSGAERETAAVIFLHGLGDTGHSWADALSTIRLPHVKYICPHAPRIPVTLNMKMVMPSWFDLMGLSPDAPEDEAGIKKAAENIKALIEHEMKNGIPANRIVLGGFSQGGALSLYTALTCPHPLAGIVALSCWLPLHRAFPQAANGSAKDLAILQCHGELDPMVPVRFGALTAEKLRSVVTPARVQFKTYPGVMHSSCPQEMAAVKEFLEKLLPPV
TPT1 inhibitor = inhibitors of Candida albicans tRNA 2'-phosphotransferase TPT1; recombinant caTPT1, FP RNA substrate dephosphorylation; AID 1962; 0.81% of 300,000 active; inhibition, % at 5 µM;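 active = inhibition above the mean of all tested compounds plus 3 SD, set per screening campaign, cut at about 24% in these data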;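 note: plate controls were DMSO alone for no effect and ferristatin control at 100 nM for full effect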
PREPL inh = human PREPL enzyme inhibition. recombinant PREPL, fluorescence polarization activity-based probe. inhibition, % at 5.96 µM. 0.68% of 320,000 active; in the data active = inhibition above about 43%;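 note: 0% = enzyme with DMSO and 100% = wells lacking enzyme; many of its hits are not listed in these tables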
The depositor's hits bear a star; . = not tested or not shown. A portion of the library. The share of hits here may be higher or lower than overall.

SMILES | Efflux pump mplx | GASC-1 inh | PP1 counter | HCV core dimer | Fh CTSL1 inh | PP5 primary | LYPLA2 inh | TPT1 inhibitor | PREPL inh
COC(=O)C(C(=O)Nc1nc2ccccc2s1)C1CCCC1 (configuration not stated) | -0.1 | -4 | -2 | -3 | -1 | 2.0 | -5 | -4 | -3
O=C(NCCCNCc1ccccc1)c1ccccn1 | -0.1 | -21 | 5 | -4 | -1 | 1.3 | -2 | 0 | 5
COCCOC(=O)C1=C(C)NC(=O)NC1c1c(Cl)nc2ccccn2c1=O (configuration not stated) | 0.2 | 8 | -5 | -10 | 2 | 4.4 | 1 | 3 | 5
CCN(CC)C(=O)C1CCN(Cc2ccc(OCc3ccccc3)c(OC)c2)CC1 | 0.0 | -4 | -1 | 6 | -2 | 1.5 | 9 | -3 | 0
CC(C)(C)C(=O)Nc1c(Cl)cccc1OC(F)(F)F | 0.1 | -1 | -1 | 0 | 0 | -0.5 | -3 | -3 | -3
CC(C)Oc1ccc(/C=N/NC(=O)C2CCCN2S(=O)(=O)c2ccc(Cl)cc2)cc1 (configuration not stated) | -0.1 | 10 | 3 | 8 | 1 | 4.7 | -6 | -5 | 4
O=C(NNC(=O)C1CCN(S(=O)(=O)c2ccccc2)CC1)c1ccccc1O | 0.0 | 94* | -3 | -4 | -2 | 0.4 | 0 | -1 | 1
COc1ccc(OCCOc2ccccc2[N+](=O)[O-])cc1 | 0.1 | -6 | 1 | 5 | -1 | 1.5 | 3 | 0 | 2
O=C(N/N=C/C=C\c1ccccc1[N+](=O)[O-])c1ccco1 | -0.1 | -6 | 3 | -3 | -1 | -2.0 | 12 | -2 | 4
Cc1cc2ccccc2c(=O)n1CC(=O)N(C)c1ccc(F)cc1 | -0.1 | -21 | -5 | -2 | 2 | 3.3 | 1 | 1 | 4
COc1ccc(C(=O)NCCN2CCOCC2)c(OC)c1 | 0.1 | -2 | 1 | -2 | 4 | -1.4 | 3 | 3 | -4
C/C(=N\OCc1ccccc1)c1c(O)cc(C(C)C)n(-c2ccccc2)c1=O | 0.3 | 3 | -2 | 2 | 2 | 2.0 | 2 | 2 | 1
CCOC(=O)c1cnc(SCC(=O)Nc2ccc(NC(=O)CC)c(OC)c2)nc1N | 0.1 | -1 | 1 | 0 | 3 | 1.2 | -6 | 0 | -4
Cn1cc(Cl)c(C(=O)NNC(=S)NCc2ccco2)n1 | -0.1 | 29 | -4 | 3 | 2 | -1.3 | 1 | 2 | 2
CC(=O)Nc1c(C(=O)Nc2ccc3c(c2)OCO3)oc2ccccc12 | 0.2 | -12 | -2 | -7 | 2 | 4.8 | 5 | 0 | 6

Continued; the last 3 above are carried over.
SMILES | Efflux pump mplx | GASC-1 inh | PP1 counter | HCV core dimer | Fh CTSL1 inh | PP5 primary | LYPLA2 inh | TPT1 inhibitor | PREPL inh
CCOC(=O)c1cnc(SCC(=O)Nc2ccc(NC(=O)CC)c(OC)c2)nc1N | 0.1 | -1 | 1 | 0 | 3 | 1.2 | -6 | 0 | -4
Cn1cc(Cl)c(C(=O)NNC(=S)NCc2ccco2)n1 | -0.1 | 29 | -4 | 3 | 2 | -1.3 | 1 | 2 | 2
CC(=O)Nc1c(C(=O)Nc2ccc3c(c2)OCO3)oc2ccccc12 | 0.2 | -12 | -2 | -7 | 2 | 4.8 | 5 | 0 | 6
O=C(O)COc1ccc2oc3c(c2c1)CCCC3 | -0.1 | -11 | -3 | 0 | -3 | -0.5 | 5 | -2 | -3
COc1ccc(/C=N/NC(=O)c2ccc(NC(=O)c3cccc([N+](=O)[O-])c3)cc2)c(OC)c1 | -0.3 | 7 | 3 | -5 | 2 | 2.3 | -13 | -6 | 23
C/C(=N/NC(=O)C1COc2ccccc2O1)c1ccco1 (configuration not stated) | 0.0 | 0 | -4 | 3 | 1 | -2.9 | 7 | -2 | -4
CC(=O)Nc1c(N)c2ccccc2oc1=O | 0.0 | 127 | 2 | 3 | -7 | 0.6 | -4 | -2 | 2
O=C(COC(=O)c1cccc(S(=O)(=O)Nc2ccc(F)cc2)c1)NCCN1C(=O)CSC1=O | 0.2 | 0 | -2 | -4 | -1 | -1.2 | 0 | 1 | -9
COC(=O)c1cc(S(=O)(=O)C(C)C)c(S(C)=O)s1 (configuration not stated) | 0.1 | 6 | -1 | 9 | -1 | 1.9 | 5 | -1 | -2
COc1cc(C2C(C(=O)c3ccco3)=C(O)C(=O)N2Cc2ccccc2)ccc1O (configuration not stated) | -0.3 | 0 | 1 | -4 | 6 | 0.1 | -4 | 1 | 6
N=C(N)SCc1cccc2ccccc12 | -0.1 | 4 | -1 | 0 | 5 | -0.2 | 1 | -5 | -6
CN(c1ccc(C(=O)NCc2ccccc2)cc1)S(C)(=O)=O | -0.1 | -1 | -2 | -4 | -2 | 0.0 | 2 | -2 | 5
COc1ccc(C(=O)n2nnc3ccccc32)cc1Br | -0.1 | 2 | 0 | -6 | -2 | 1.8 | 0 | 0 | 0
CCOc1ccc(S(=O)(=O)c2c[nH]c3ccc(C)cc3c2=O)cc1 | 0.1 | 4 | -1 | -2 | -2 | -0.6 | 5 | 16 | 14
CCN(CC)C(=O)c1cc(-c2ccc3c(c2)OCO3)on1 | 0.1 | 41 | -3 | -1 | -2 | 1.8 | -6 | 2 | 10
O=c1[nH]c(C2CCN(S(=O)(=O)Cc3ccccc3)CC2)nc2c1nnn2Cc1ccccc1Cl | -0.1 | -2 | 11 | 11 | 0 | 0.7 | 2 | 0 | 10
C=CCNC(=S)NNC(=O)COc1ccc(Cl)cc1Cl | 15* | 13 | 2 | -5 | -7 | 3.0 | -6 | 2 | -25
CC(=O)Nc1ccc(NS(=O)(=O)c2cc(-c3cnc(C4CC4)o3)ccc2C)cc1 | 0.6 | -8 | 3 | -5 | -2 | 3.5 | 1 | -2 | 16
Cc1ccc(S(=O)(=O)N(c2ccc(Br)cc2)C2C=CS(=O)(=O)C2)cc1 (configuration not stated) | 0.0 | -7 | -4 | 5 | -1 | 1.7 | 5 | -1 | 7
O=C(NC(=S)Nc1cccc2cnccc12)c1ccccc1 | 0.0 | -11 | -3 | 3 | -1 | 0.2 | 10 | -1 | -8
CCCCN(C)C(=O)c1nc2ccccn2c1CN1CCN(c2cnccn2)CC1 | 0.0 | 12 | 19* | 1 | -1 | 1.9 | 3 | 1 | 1
CC(C)C(=O)NC(=S)/C=C1/N(C)c2ccccc2C1(C)C | -0.1 | -9 | -6 | 3 | 5 | -0.6 | -17 | 28* | -17
CCOC(=O)c1c(NC(=O)c2cc(-c3ccc(Cl)s3)nc3ccccc23)sc(C(N)=O)c1C | 0.0 | 5 | 1 | 12 | -2 | -0.2 | -11 | 1 | -13
Cc1ncc(CSCC(=O)Nc2cc(C(F)(F)F)ccc2Cl)c(CO)c1O | -0.5 | 3 | -1 | -14 | 7 | 1.4 | -2 | 0 | 18
Cn1c(C(=O)NCCN2CCN(c3ccccc3F)CC2)cc2c(=O)n(C)c3ccccc3c21 | -0.2 | 0 | 1 | -2 | -1 | 4.4 | 1 | 2 | -52
CCn1c(SCC(=O)c2ccc(Cl)cc2)nnc1-c1ccoc1C | -0.1 | 17 | 0 | 17 | -1 | 1.5 | 0 | 0 | 11
Clc1ccc(-c2cc3ccccc3[nH]2)cc1 | 0.1 | 3 | 6 | 1 | 0 | 5.1 | 0 | -6 | 6
COc1ccccc1N1CCN(Cc2ccc(Br)o2)CC1 | -0.3 | . | -1 | 0 | -1 | -0.1 | 2 | -4 | 6
O=C(O)CCSc1nc(C(F)(F)F)cc(=O)n1-c1ccccc1 | -0.1 | 132 | 2 | -8 | -2 | 0.1 | 7 | -2 | 2
Cc1ccnc(NC(=O)CCC(=O)N(CC(=O)NCc2ccc(F)cc2)Cc2ccccc2)c1 | -0.1 | -3 | 0 | 4 | 1 | -1.1 | -3 | -1 | -2
CCCC(C)NC(=O)c1nc(-c2ccccc2)n(-c2ccccc2)n1 (configuration not stated) | 0.2 | -8 | 0 | 6 | 0 | 1.8 | -3 | 1 | 6
Cc1ccc(C(=O)Nc2nnc(S(=O)(=O)N3CCC(C)CC3)s2)cc1 | -0.3 | -3 | -7 | 11 | -1 | -2.0 | -15 | 4 | -5
Cc1nc(-c2ccccc2)sc1C1(C)CC(c2cccc([N+](=O)[O-])c2)=NO1 (configuration not stated) | 0.1 | 4 | 2 | -5 | -4 | 3.8 | 9 | -1 | -1
O=C(Nc1cccc(F)c1)Nc1ccccn1 | 0.1 | -16 | 4 | -1 | 0 | 2.9 | 3 | -3 | -3
NC(=O)CC(NC(=O)c1ccc(Br)cc1)c1ccc(NC2CCCCCC2)c([N+](=O)[O-])c1 (configuration not stated) | -0.1 | 4 | -6 | 12 | 0 | 3.2 | 1 | 0 | -2
Cc1c(C(=O)O)oc2c(F)cccc12 | 0.0 | 9 | -6 | -2 | -2 | 0.6 | 0 | -8 | -3
CCCN1CCc2c(sc(NC(=O)c3ccc(S(=O)(=O)N4CCCC4)cc3)c2C(N)=O)C1 | 0.2 | -4 | 4 | -12 | -3 | 3.4 | -1 | 120* | 6
Cc1cc(OCC(=O)c2cccc(C(F)(F)F)c2)n2cnnc2n1 | -0.1 | -3 | -1 | 2 | -2 | 0.8 | 0 | -4 | -7
CC(=O)Oc1ccccc1-n1c(C)nc(=O)c(-c2ccccc2)c1C | 0.0 | -3 | -2 | 4 | 0 | -0.4 | 5 | 1 | 3
N#Cc1ccc(OCCN2C(=O)NC3(CCSC3)C2=O)cc1 (configuration not stated) | 0.0 | 1 | -2 | 10 | -2 | -1.5 | -3 | -2 | 0
CCOc1ccccc1NC(=O)C(=O)/C=C(\O)c1cc(OC)ccc1OC | 0.1 | -7 | 0 | -1 | -1 | 6.7 | -2 | -1 | -3
O=C(Nc1ccsn1)c1ccc(Cl)cc1Cl | 0.3 | -13 | -4 | -5 | 4 | -0.8 | -4 | -2 | -60
O=C(Nc1ccc2c(c1)OCO2)C1CC(c2c(F)cccc2Cl)=NO1 (configuration not stated) | 0.1 | -19 | 7 | 3 | 0 | 0.9 | -2 | -1 | 6
COc1ccc(C(=O)CC(=O)C(=O)Nc2cc([N+](=O)[O-])ccc2OC)cc1 | 0.1 | . | 5 | 6 | 2 | 3.3 | 8 | 0 | 13
O=C(Nc1ccc2c(c1)OCO2)Nc1ccc(F)cc1F | 2.2 | -1 | -11 | 5 | 0 | 3.4 | 7 | 4 | 12
Fc1cccc(NC(=S)NCc2cccnc2)c1 | 0.1 | 6 | 6 | -6 | -2 | 0.0 | -4 | -1 | -11
Cc1csc2ncc(C(=O)NCCC(c3ccccc3)c3ccccc3)c(=O)n12 | 0.0 | 2 | 5 | 12 | -3 | 0.7 | -11 | 1 | -14
CC(=O)c1ccc(OCc2cc([N+](=O)[O-])cc3c2OCOC3)cc1 | 0.0 | 17 | 4 | 6 | 6 | 0.1 | 19 | 1 | 1
CCOc1ccc(CNC(=O)CCC(=O)N2Cc3cccc(OC)c3Oc3ncccc32)cc1 | -0.3 | 3 | -2 | 4 | 3 | -2.5 | 4 | -1 | 1

Bioassay records (PubChem BioAssay)
